Rab9 promoter act: activators of Rab9 promoter; 320,000 tested, 2.8% active; AID 485297; Huh7 Rab9 promoter-luciferase reporter, luminescence, 24 h; Potency, µM (series often up to 9.22 µM), for the others: top-dose activation, negative = inhibition, usual class: activators; note: potency is the fitted concentration of half-maximal effect; % of control where 0% means no effect; nearly all actives have a fitted effect of over 60% in size
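Huh7 cells stably carrying a Rab9 promoter-luciferase reporter, 1500 cells per well in OP-MEM I with 10% FBS, treated with compound 24 hours at 37C. Luciferase activity read by luminescence after 10 minutes with Amplite reagent.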
ELG1 genotoxic: inducers of genotoxicity in HEK293T ELG1-luciferase cells; Potency, µM (doses to about 46 µM), without a hit: top-dose activity change, positive = activation, actives largely listed as activators; 330,000 tested, 1.3% active; HEK293T ELG1-luciferase reporter, luminescence, 16 h; note: potency is the fitted concentration of half-maximal effect; % of control where 0% means no effect; nearly all actives have a fitted effect of over 60% in size
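Genotoxicity was scored as increased ELG1-luciferase reporter signal, measured by ONE-Glo luminescence (30 min, room temperature). Compound or vehicle exposure of the HEK293T reporter cells lasted 16 hr at 37°C.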
Tb PFK block: blocks T. brucei phosphofructokinase | T. brucei PFK, ADP-Glo luminescence | Potency, µM (top dose mostly 57.5 µM), for inactives: at the highest dose activity, negative = inhibition, actives largely listed as inhibitors | O15648 | AID 485367 | 330,000 tested, 0.17% active;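 note: potency is the fitted concentration of half-maximal effect; 0% = uninhibited 1x PFK enzyme wells and -100% = no-enzyme wells; nearly all actives have a fitted effect of over 60% in size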
Target sequence (O15648 whole entry, looked up): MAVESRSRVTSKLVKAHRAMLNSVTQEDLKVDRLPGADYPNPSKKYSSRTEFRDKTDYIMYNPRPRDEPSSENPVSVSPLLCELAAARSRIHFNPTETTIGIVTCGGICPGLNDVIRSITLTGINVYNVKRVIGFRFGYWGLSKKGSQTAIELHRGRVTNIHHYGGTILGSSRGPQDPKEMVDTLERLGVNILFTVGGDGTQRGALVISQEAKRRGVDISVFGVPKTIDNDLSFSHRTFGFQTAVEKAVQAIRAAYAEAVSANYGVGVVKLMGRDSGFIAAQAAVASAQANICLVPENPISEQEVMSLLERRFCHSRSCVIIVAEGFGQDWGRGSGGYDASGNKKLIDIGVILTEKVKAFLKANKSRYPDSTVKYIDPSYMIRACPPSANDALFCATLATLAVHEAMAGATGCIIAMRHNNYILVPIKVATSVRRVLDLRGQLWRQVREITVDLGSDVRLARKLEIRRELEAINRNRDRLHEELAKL
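Activity is normalized to no-enzyme wells (full inhibition) and 1.25 nM enzyme wells (no inhibition). Reaction: 0.5 mM F6P, 0.1 mM ATP, 45 min RT, ADP-Glo luminescence; concentration-response curves fitted and classed by quality.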
Gal4-VP16 FLuc: inhibits Gal4-VP16 luciferase reporter, ROR gamma counter-screen; 310,000 tested, 3.5% active; Potency, µM (top dose mostly 53.6 µM), for inactives: top-dose activity, negative = inhibition, most hits filed as inhibitors; Drosophila S2 Gal4-VP16 UAS-luciferase, luminescence, 20 h;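 note: Gal4-VP16 expression switched on by copper sulfate through the metallothionein promoter; potency is the fitted concentration of half-maximal effect; % is set by controls: 0 for no effect and ±100 for the full control effect; nearly all actives have a fitted effect of over 50% in size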
ELG1 DNA repair: inhibitors of ELG1-dependent DNA repair in HEK293T cells. 330,000 tested, 2.3% active. Potency, µM (top dose mostly 46.1 µM), for the others: top-dose activity change, negative = inhibition, actives largely listed as inhibitors. HEK293T ELG1-luciferase reporter, luminescence, 16 h; DNA damage induced by 5-fluorouridine; note: potency is the fitted concentration of half-maximal effect; % is set by controls: 0 for no effect and ±100 for the full control effect; nearly all actives have a fitted effect of over 55% in size
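Cells (2,000 per well) received 5-fluorouridine plus test compound or DMSO and were incubated 16 hr at 37 °C, 5% CO2. Luciferase activity was read by luminescence 30 min after ONE-Glo addition; signal suppression marked inhibition of damage-induced ELG1 function.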
p53 reactivator: mutant p53 re-activation in reporter cells; H1299 p53-A138V BP100-luciferase reporter, luminescence, 24 h; Potency, µM (series often up to 92.2 µM), without a hit: at the highest dose activity change, positive = activation, most hits filed as activators; 320,000 tested, 0.063% active; AID 504706; note: potency is the fitted concentration of half-maximal effect; % of control where 0% means no effect; nearly all actives have a fitted effect of over 45% in size
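H1299 (p53-null), stable ts p53-A138V + BP100-Luc; 1000 cells/well, Opti-MEM/10% FBS; cpd 4 pt, 1:5; 24 h, 37 deg C, 5% CO2; detection reagent 10 min RT; luminescence.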
BRCA1 expr act: BRCA1 expression activation. MCF7-BRCA1-FFLuc reporter, luminescence, 48 h; response scale: scaled: vehicle 0%, 10 µM genistein 100%. 380,000 tested, 1.1% active. Potency, µM (top dose mostly 46.1 µM), for the others: at the top dose activation, most hits filed as activators; note: potency is the fitted concentration of half-maximal effect; nearly all actives have a fitted effect of over 80% in size; some results filed as inactive show a strong effect at the top dose
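Luminescence from a BRCA1-driven firefly luciferase in MCF7 cells was the read-out, taken 15 min after substrate addition following 48 h compound exposure at 37 °C. Data were normalized to a 10 microM genistein control and DMSO vehicle.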
FLuc modulator: inhibits or activates purified firefly luciferase, miR-21 counter-screen | P08659 | purified FLuc, Km substrates, luminescence inhibition | Potency, µM (top dose mostly 57.5 µM), for inactives: at the highest dose activity change, negative = inhibition, hits mostly inhibitors | 360,000 tested, 6.9% active | AID 588342;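 note: potency is the fitted concentration of half-maximal effect; plate controls were vehicle for no effect and reference inhibitor for full effect; nearly all actives have a fitted effect of over 55% in size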
Target sequence (P08659 whole entry, looked up): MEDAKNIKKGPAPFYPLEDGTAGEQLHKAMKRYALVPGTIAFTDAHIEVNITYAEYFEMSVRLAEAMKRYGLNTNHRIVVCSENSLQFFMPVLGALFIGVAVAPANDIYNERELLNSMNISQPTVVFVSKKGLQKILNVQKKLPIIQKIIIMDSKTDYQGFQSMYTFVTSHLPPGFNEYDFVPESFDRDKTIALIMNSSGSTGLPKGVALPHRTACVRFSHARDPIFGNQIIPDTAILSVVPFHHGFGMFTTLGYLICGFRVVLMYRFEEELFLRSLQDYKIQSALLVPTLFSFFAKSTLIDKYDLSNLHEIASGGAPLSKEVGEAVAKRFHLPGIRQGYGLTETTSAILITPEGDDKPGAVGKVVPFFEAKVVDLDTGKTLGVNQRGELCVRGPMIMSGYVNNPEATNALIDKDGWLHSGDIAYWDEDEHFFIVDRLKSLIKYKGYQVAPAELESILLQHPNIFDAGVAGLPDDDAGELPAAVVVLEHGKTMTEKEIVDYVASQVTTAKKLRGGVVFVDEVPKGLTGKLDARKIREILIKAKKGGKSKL
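Purified P. pyralis luciferase, 10 nM final, with Km-level 10 uM D-luciferin and 10 uM ATP in 50 mM Tris acetate pH 7.5, 10 mM Mg acetate, 0.01% Tween-20, 0.05% BSA; 6-point qHTS titration about 60 µM downward; luminescence read.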
TRPV1 ag: activates the human vanilloid receptor TRPV1. Q8NER1. TRPV1-expressing cells, Fluo-8 calcium influx, agonist mode. activation, % at 8.33 µM. 320,000 tested, 0.19% active. AID 540275; in the data active = activation above about 80%; inconclusive = between about 30% and that limit; note: 0% is about no effect
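Fluo-8 calcium influx in TRPV1-expressing cells, kinetic read (ex 480/em 520 nm). Compound added and read 3 min for agonist activity, followed by capsaicin at EC20 final and 2 min further read for enhancement.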
RORgamma inh: inhibitors of mouse ROR gamma transcriptional activity | P51450 | Drosophila S2 Gal4-RORgamma UAS-luciferase reporter, 20 h | Potency, µM (series often up to 53.6 µM), inactives show at the highest dose activity change, negative = inhibition, actives largely listed as inhibitors | 310,000 tested, 5.4% active | AID 2551; note: potency is the fitted concentration of half-maximal effect; % is set by controls: 0 for no effect and ±100 for the full control effect; nearly all actives have a fitted effect of over 60% in size
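Drosophila Schneider cells stably carrying a metallothionein-driven Gal4 DBD–ROR gamma fusion and a UAS-Photinus luciferase reporter were exposed to compound for 1 hr, then induced with copper sulfate (700 uM final) for 20 hr at ambient temperature before luminescence reading.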
NPC1 prom act: NPC1 promoter activation | Huh7 NPC1 promoter luciferase reporter, 24 h | Potency, µM (series often up to 9.22 µM), for the others: at the top dose activation, usual class: activators | 320,000 tested, 2.4% active | AID 485313;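 note: potency is the fitted concentration of half-maximal effect; % of control where 0% means no effect; nearly all actives have a fitted effect of over 60% in size; reporter is driven by a mutant NPC1 promoter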
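Readout is luciferase luminescence, reflecting NPC1 promoter activation in stably transfected Huh7 cells after 24 h compound exposure at 37 °C in reduced-serum medium with 10% FBS.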
* hit, by the source's call; ? = inconclusive; . = not tested or not shown; [ ] = dose if it differs, or a comment. Unless noted, calls come from the whole dose curve; as a rule, active = well fitted curve in the direction sought with a large enough effect; inconclusive = small, poorly fitted or top-dose-only effect, or another doubt; inactive = no such curve, though single readings can be large; an effect the other way counts as inactive or inconclusive.

Order of values – Rab9 promoter act | ELG1 genotoxic | Tb PFK block | Gal4-VP16 FLuc | ELG1 DNA repair | p53 reactivator | BRCA1 expr act | FLuc modulator | TRPV1 ag | RORgamma inh | NPC1 prom act
Cc1cc(C)n(-c2ccc(Cl)c(C(=O)O)n2)n1
 : 5% | 2% | -2% | -15% | 2% | -1% | 8% | -1% | -5 | -6% | -5%
O=C(c1ccccc1-c1ncc[nH]1)N1CCc2c([nH]c3ccccc23)C1c1ccccn1 (configuration not stated)
 : -1% | -1% | -1% | -17% | -6% | -3% | -24% | 0% | 0 | -3% | -5%
O=[N+]([O-])c1ccc(OCc2cnc(Cl)s2)cc1
 : 2% | 7% | -5% | -10% | 7% | 3% | 16% | -1% | 1 | 41% | -4%
CCS(=O)(=O)c1ccc(O)c(NC(=O)c2ccc(S(=O)(=O)N3CCCCCC3)cc2)c1
 : . | -1% | -2% | . | -9% | 1% | 2% | . | . | . | .
COc1ccc(C2C(C#N)=C(N)OC3=C2C(=O)CC(C)(C)C3)cc1Cn1cc([N+](=O)[O-])cn1 (configuration not stated)
 : -4% | 3% | -1% | -8% | 5% | -8% | -6% | -1% | -4 | 14% | 1%
Cc1cc(C)cc(-n2cc[nH]c2=S)c1
 : -1% | 0% | -3% | 10µM* | 8% | -2% | 1% | 3% | -1 | 7.1µM* | -2%
O=[N+]([O-])c1ccc(N2CCN(S(=O)(=O)c3ccccc3)CC2)c2cccnc12
 : 1% | 0% | 0% | -14% | ? | -4% | -28% | 0% | 0 | 42% | -5%
COc1cccc2c1-c1c(C(=O)O)cccc1C2=O
 : -1% | 0% | -3% | 1% | -3% | . | 0% | 12% | 1 | 13%[1.91 µM] | -4%
O=C(Nc1ccc(CN2CCCCC2)cc1)c1ccc(Br)o1
 : 11% | ? | 2% | -6% | ? | 12% | 37% | ? | -4 | -16% | 11%
Cc1cc(C)c(S(=O)(=O)N(CC(=O)N2CCOCC2)C2CCCCC2)c(C)c1
 : -1% | -1% | -2% | 0% | -4% | 0% | -26% | 0% | 16 | 20% | -2%
COc1cccc(OC)c1C(=O)NCCSC1CCCCC1
 : -3% | 0% | 0% | 10% | -9% | -5% | -3% | -2% | 3 | 6% | -9%
CCOc1ccc(-c2c(C(=O)N/N=C(\C)c3cccnc3)nnn2-c2nonc2N)cc1
 : 0% | ? | -5% | -2% | ? | 13% | -5% | 0% | 1 | 1% | -3%
Cc1ccc(NC(=O)C2CCC(CNc3c(N4CCC(C)CC4)c(=O)c3=O)CC2)cc1F (configuration not stated)
 : -10% | -2% | -4% | 0% | ? | -5% | -17% | 0% | 6 | 0% | -5%
COc1cccc(-c2nc(-c3ccccc3)c(-c3ccccc3)[nH]2)c1OCC(=O)O
 : -2% | -5% | 3% | 7% | -1% | . | -9% | 3% | -3 | ? | -1%
O=C(NCc1ccccc1)c1ccccc1CO
 : -3% | 1% | -4% | -7% | -1% | -3% | 2% | 0% | -1 | 14% | 0%
Cc1cccn2c(=O)c3cc(C#N)c(=O)n(CCCN4CCOCC4)c3nc12
 : -11% | 10% | -12% | ? | -9% | -30%[inhibitor] | 1% | -1% | -3 | ? | 0%
COc1ccnc2c1c(=O)n(Cc1cccc(F)c1)c(=O)n2C
 : 0% | 1% | -1% | 9% | 7% | -2% | 5% | 6% | 1 | -9% | -4%
COc1ccc(C(=O)Nc2cc(C)on2)cc1S(=O)(=O)N1CC(c2ccccc2)CC1=O (configuration not stated)
 : -3% | 1% | -4% | -13% | 4% | 3% | -5% | 2% | 6 | -1% | -4%
Cc1cccc(NC(=O)N2CCN(Cc3ccccc3)CC2)c1
 : 20% | 10% | -1% | -11% | ? | 27% | 71% | 17µM* | 30 | -2% | 21%
COc1ccccc1N1CCN(C(=O)NC23CC4CC(CC(C4)C2)C3)CC1
 : -2% | 0% | 0% | 6% | ? | -2% | -2% | -1% | 16 | 3% | 0%
CC(C)NC(=O)N(C)C[C@H]1Oc2ccc(NC(=O)C3CCCCC3)cc2C(=O)N([C@H](C)CO)C[C@@H]1C
 : . | 4% | -1% | . | ? | 2% | 6% | . | . | . | .
NS(=O)(=O)c1ccc(NC(=O)/C=C/c2cccs2)cc1
 : 1% | 10% | -3% | -13% | ? | 3% | 52% | 0% | ? | -1% | 13%
CCOC(=O)N1CCC(NC(=O)C2CCN(S(=O)(=O)c3ccc4c(c3)oc(=O)n4C)CC2)CC1
 : -6% | 0% | -6% | 0% | -8% | -3% | 19% | 2% | -1 | 7% | -3%
O=C(CSc1ccc(Br)cc1)Nc1ccc(N2CCOCC2)cc1
 : 5% | 9% | -2% | . | 17% | -1% | -23% | 1% | 12 | . | 6%
O=C(NC1CCCC1)C(c1ccc(Cl)cc1)N(C(=O)c1csnn1)C1CC1 (configuration not stated)
 : -4% | -2% | 1% | 11% | -6% | 4% | -18% | 1% | 1 | 1% | -7%
CN1CCN(C(=O)c2ccc(-c3cccs3)s2)CC1
 : 2.2µM* | ? | 2% | ? | ? | 4% | ? | 11µM* | 14 | ? | 1.8µM*
CCOc1ncccc1C(=O)N1CCN(Cc2ccc3c(c2)OCO3)CC1
 : -3% | 0% | 1% | 3% | -17% | 5% | 4% | 0% | -3 | 10% | 1%
O=C(Cc1cccs1)Nc1nnc(SCc2ccc(F)cc2)s1
 : -4% | 3% | -9% | -26% | ? | 17% | 5% | -1% | 13 | ? | 0%
O=C(Cn1cc(C(F)(F)F)cc(Cl)c1=O)Nc1cc(Cl)cc(Cl)c1
 : -8% | 4% | 3% | -7% | -1% | 3% | -14% | -1% | -3 | 5% | -4%
COc1cc(CNCCc2c[nH]c3ccccc23)ccc1OCc1ccccc1F
 : 0% | -3% | 3% | ? | 10% | -6% | -42% | 1% | 13 | ? | 0%
CCCCOc1ccc(C(=O)CCN2CCCCC2)cc1
 : -3% | 8% | 3% | 14µM* | 6% | -10% | -11% | -13% | 4 | ? | -1%
Nc1cc(N2CCCCC2)c([N+](=O)[O-])cc1Cl
 : -3% | 0% | 3% | -6% | 16% | -1% | -50% | -19% | -1 | 18% | 1%
CCOC(=O)c1[nH]c(CSc2nnc(-c3ccc(OC)cc3)o2)c(C(=O)OCC)c1C
 : -1% | 0% | -1% | 21% | ? | 1% | -4% | -1% | 1 | 16% | -1%
CCCCCOc1ccc(NC2=CC(=O)CCC2)cc1
 : 8% | 3% | -13% | 10% | -2% | -3% | -12% | -9% | 4 | 37% | 7%
CC(=O)[C@@H]1[C@@H]2C(=O)N(c3ccccc3F)C(=O)[C@@H]2[C@H]2c3ccccc3C=NN12
 : -1% | 0% | 1% | 7% | ? | 0% | 3% | -1% | -2 | 10% | 3%
CCOc1ccc(OCCOc2cccc(C(F)(F)F)c2)cc1
 : 2% | 0% | 0% | 5% | 27% | -2% | -15% | 2% | 22 | 28% | 2%
CC1(C)C2CCC1(CS(=O)(=O)NC1CCCC1)C(=O)C2 (configuration not stated)
 : -5% | 4% | -1% | 2%[10 µM] | 15% | -1% | 0% | -3% | 5 | 1% | -3%
CC(C)c1ccc(CCNC(=O)CCNC(=O)c2ccc(Br)cc2)cc1
 : -2% | 4% | -6% | -6% | -2% | -5% | -12% | 1% | 4 | ? | -3%
CCOC(=O)C1CCN(C(=S)Nc2ccccc2)CC1
 : 0% | 2% | -4% | -19% | -2% | 0% | 12% | -2% | 0 | -32% | -4%
COc1cccc2cc(C(C)N(CCCN3CCOCC3)C(=O)Nc3ccccc3)oc12 (configuration not stated)
 : 0% | -1% | 1% | -3% | -3% | -2% | -11% | 0% | ? | 2% | 2%
O=[N+]([O-])c1ccccc1OCCN1CCCC1
 : -2% | 0% | 2% | . | -6% | . | -8% | -1% | 1 | . | -6%
CCCNc1nc2c(c(=O)[nH]c(=O)n2C)n1CCc1ccccc1
 : -2% | -1% | -3% | -8% | -6% | -6% | -12% | -1% | -1 | -20% | 1%
CCCCCc1nnc(NC(=O)NS(=O)(=O)c2ccc(C)cc2)s1
 : -2% | -1% | -1% | 3% | -6% | 3% | 13% | 3% | -5 | -21% | -3%
CC(C)CN1C(=O)c2ccc(NC(=O)Cc3ccccc3)cc2C1=O
 : 0% | 6% | -8% | -1% | ? | 0% | 31% | -7% | -1 | 15% | 2%

Source: PubChem
